Screening results from PubChem.
Large T inhibition = SV40 large T antigen inhibitors, biochemical (AID 1903). inhibition, % at 20 µM, or IC50 in µM where a hit was titrated. SV40 large T antigen ATPase/helicase inhibition assay; higher % means a stronger effect. 0.39% of 310,000 active; in the data active means a potency from the dose series; inconclusive means inhibition mostly from about 32% at the one dose, without a potency; inactive means the rest, 99 in 100 with inhibition below about 32%; further: strong numbers were not always called active
NS5 inhibitors = Dengue-2 NS5 methyltransferase inhibitors, primary screen, biochemical, confirmation dose response (AID 588689); Dengue-2 NS5 methyltransferase capping enzyme assay, biochemical; higher % means a stronger effect; inhibition, % at 25 µM; hits with a dose series show IC50 in µM; 0.3% of 340,000 active; in the data active means a potency from the dose series; inconclusive means inhibition above about 29% without an active follow-up result
West Nile antiviral = West Nile virus antiviral activity, cell-based, CPE readout (AID 1621). West Nile virus-infected cells, CPE inhibition; higher % means a stronger effect. CPE inhibition, % at 10 µM; hits with a dose series show IC50 in µM. 0.02% of 290,000 active; in the data active means a potency from the dose series; inconclusive means CPE inhibition mostly from about 3.7% at the one dose, without a potency; inactive means the rest, 99 in 100 with CPE inhibition below about 2.2%; further: strong numbers were not always called active
NTR1 agonist = agonists of NTR1, primary screen, imaging, U2OS cells, beta-arrestin-GFP, high content (AID 493036); Neurotensin receptor type 1 (Homo sapiens), P30989; NTR1-U2OS beta-arrestin-GFP spot imaging, agonist mode; activation, % at 20 µM; 0.17% of 330,000 active;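 active means activation at or above 40% of the spot to cytoplasm intensity ratio, with at least 20 cells analyzed; inconclusive means wells under 20 cells, flagged as cytotoxic or low count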;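 further: 0% = DMSO without peptide and 100% = 100 nM NTR1 peptide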
Target sequence (P30989 whole entry, looked up): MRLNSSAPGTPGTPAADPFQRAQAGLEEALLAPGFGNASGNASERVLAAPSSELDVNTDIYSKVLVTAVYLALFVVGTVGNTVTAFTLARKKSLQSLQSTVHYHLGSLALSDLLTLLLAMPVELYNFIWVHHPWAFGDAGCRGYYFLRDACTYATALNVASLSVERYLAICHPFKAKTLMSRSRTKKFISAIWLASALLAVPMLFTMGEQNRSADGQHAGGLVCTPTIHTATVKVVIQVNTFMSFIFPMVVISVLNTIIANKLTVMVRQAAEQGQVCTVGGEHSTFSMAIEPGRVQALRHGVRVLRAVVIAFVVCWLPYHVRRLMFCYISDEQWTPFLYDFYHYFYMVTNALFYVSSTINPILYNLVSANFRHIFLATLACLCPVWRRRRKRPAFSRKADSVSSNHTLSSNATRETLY
PhoP inhibition = inhibitors of PhoP regulon expression, primary screen, Salmonella Typhimurium, GFP reporter (AID 1863) | S. Typhimurium PhoP-regulated promoter GFP reporter, 4 h; higher % means a stronger effect | inhibition, % at 50 µM; hits with a dose series show IC50 in µM | 0.16% of 300,000 active;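 active means inhibition over 29.93%, a cutoff 3 SD above the screen mean, later confirmed by dose response; inconclusive means inhibition over 29.93% but no dose response follow-up; inactive means inhibition at most 29.93% or unconfirmed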;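 further: 0% = low Mg2+ inducing control and 100% = high Mg2+ repressing control; strong numbers were not always called active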
RSV CPE inhibition = RSV antiviral activity via CPE protection, HEp-2 cells, primary 10 µM value included (AID 2391); HEp-2 cells, RSV-induced CPE inhibition; higher % means a stronger effect; one-dose CPE inhibition, % at 10 µM; IC50 in µM for titrated hits; 0.13% of 310,000 active; in the data active means a potency from the dose series; inconclusive means CPE inhibition mostly from about 23% at the one dose, without a potency; inactive means the rest, 99 in 100 with CPE inhibition below about 21%; further: strong numbers were not always called active
T cell HTS = modulators of CD8 T cell-vesicle binding, primary screen, mouse 2C CD8+ T cells, flow cytometry | 2C CD8+ T cell-vesicle binding; stronger effect = lower value | AID 2052, 2009 | 0.068% of 330,000 active | calls only at 7 µM;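 active means response, share of CD8 T cells binding vesicles, and their 90th percentile fluorescence all below set limits, cut at about 80% in these data, passing the limit was not always enough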
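Read-out – percent CD8+ FL2 mean versus row control · System – murine 2C transgenic CD8+ T lymphocytes · Times – 1.5 h cell–vesicle binding at 37 °C, then 20 min icy labelling · Control set – naked vesicles low, QL9 vesicles with vehicle high · Detection – cytometric PE anti-B7-1 and Alexa647 anti-CD8 signals after 1% paraformaldehyde fixation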
UTI89 phage lysis = inhibition of K1F phage lysis, E. coli UTI89, bacterial capsule biogenesis inhibitors, alamar blue (AID 488966); inhibition, % at 100 µM, or IC50 in µM where a hit was titrated; 0.02% of 340,000 active; E. coli UTI89 K1F phage lysis, alamar blue, 2 h; higher % means a stronger effect;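 active means phage lysis inhibition, versus mean bacterial control, above a set limit; inconclusive means no clear call, values can overlap the other calls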;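 further: capsule biogenesis inhibitors block K1F phage lysis so surviving cells raise fluorescence; higher fluorescence means more inhibition of phage lysis; actives were called in the ten point dose series up to 300 µM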
Rac1 GTP hydrolysis = MgcRacGAP GTPase-activating activity inhibitors, confirmation, biochemical, ADP Hunter fluorescence | Rac GTPase-activating protein 1 (Homo sapiens) | MgcRacGAP-stimulated Rac1 GTP hydrolysis, ADP Hunter fluorescence; higher % means a stronger effect; GST-tagged Rac1 F28L mutant substrate | inhibition, % at 30 µM, or IC50 in µM where a hit was titrated | 0.6% of 340,000 active | AID 624330, 2012;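 active means first-screen hits whose inhibition reached a set limit at any dose in the follow-up dose series; inconclusive means inhibition above the set first-screen limit but never retested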;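 further: fluorescence reports GDP produced by GAP-driven GTP hydrolysis; strong numbers were not always called active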
T cell HTS vesicle-bound % = further read-out of T cell HTS, marked with its call; double positive events, %; measured here: CD8+ vesicle-bound cell fraction;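 binding gate set so that unloaded-vesicle control wells show 10% double positive cells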
NTR1 agonist cell count 20 µM = further read-out of NTR1 agonist, marked with its call; cell count; measured here: cell count, cytotoxicity flag
NS5 inhibitors pilot replicate = recorded beside NS5 inhibitors, whose call it bears; inhibition, %; measured here: pilot screen replicate inhibition
The depositor's hits bear a star; i = inactive; ? = inconclusive; · = not tested or not shown; & = joins results of further samples; [ ] = dose if it differs, or a comment.

SMILES	Large T inhibition	NS5 inhibitors	West Nile antiviral	NTR1 agonist	NTR1 agonist cell count 20 µM	PhoP inhibition	RSV CPE inhibition	T cell HTS	T cell HTS vesicle-bound %	UTI89 phage lysis	Rac1 GTP hydrolysis	others
COc1cc(C(C)=O)ccc1OCC(=O)Nc1ccccc1N1CCCCC1	5%	-10%	·	10	73	1%	0.2%	i	49	-0.8%[50 µM]	9%
CCC(=O)c1ccc(SC(=O)N(C)C)cc1O	1%	-5%	0.6%	3.1	56	-7%	2.2%	i	38	0.1%	3%
O=C(Cc1ccc([N+](=O)[O-])cc1)N/N=C/c1ccc([N+](=O)[O-])o1	24%	7%	-2.0%	1.7	36	-23%	-4.5%	i	8	1.4%	4%
C=C(C)C1(O)OC(=O)C=C1OC (stereo not given)	12%	-17%	0.3%	-0.8	95	11%	2.9%	i	24	-2.0%	-22%
COc1ccc(CNC(=O)c2ccc(S(=O)(=O)N3CCOCC3)cc2)cc1	·	1%	·	-0.9	56	·	·	·	·	1.8%[50 µM]	-1%
COc1ccc(CNC(=O)/C=C/c2cc([N+](=O)[O-])ccc2OC(F)F)cc1	-10%	4%	0.7%	-0.3	94	11%	0.0%	i	47	5.5%	8%
O=C(CSc1nnc(-c2cccs2)n1Cc1ccco1)Nc1ccc2c(c1)OCO2	5%	-4%	0.0%	-0.8	47	8%	0.6%	i	30	5.6%	3%
O=C(COC(=O)c1c(F)cccc1F)NCc1ccc2c(c1)OCO2	·	-7%	·	1.4	35	·	0.4%	i	29	0.3%	2%
Cc1ccc(CS(=O)Cc2ccc(C(=O)NC3CCCC(C)C3C)o2)cc1 (stereo not given)	·	-12%	-0.3%	0.4	57	0%	11%	i	25	0.1%	10%
CC(C)(NC(=O)N1CCCC1)c1cccc(C(C)(C)NC(=O)N2CCCC2)c1	1%	2%	-0.1%	-0.7	44	-5%	2.4%	i	47	-0.2%	7%
C=CCOC(=O)C1=C[C@@H](c2coc3ccccc3c2=O)[C@H](CCCO)[C@@H](OCC)O1	-21%	-3%	1.0%	5.7	53	-8%	0.2%	i	36	-0.5%	7%
Cc1c(-c2ccccc2)n[nH]c1C(=O)N=Nc1c(O)[nH]c2ccccc12	24%	1%	1.0%	0.0	79	-7%	2.1%	i	36	0.0%	-7%
C[C@H](CO)N1C[C@H](C)[C@@H](CN(C)S(=O)(=O)c2cn(C)cn2)Oc2ccc(NC(=O)Nc3ccc4c(c3)OCO4)cc2C1=O	·	6%	·	0.5	54	·	·	i	8	-0.5%	-3%
COC(=O)CC(=O)Cc1nc(N)nc(Nc2ccc(C)c(C)c2)n1	13%	-3%	-0.2%	0.4	50	-2%	2.5%	i	66	2.0%	-1%
Nc1c(O)cccc1C(=O)O	20µM*	0%	-0.1%	1.8	58	-2%	-0.5%	i	14	1.8%	?
Cc1ccc(-n2nc3c([n+]2[O-])CCc2nonc2-3)cc1	14%	-1%	-0.3%	-0.7	105	0%	4.4%	i	29	-0.3%	3%
Cc1cccc([N+](=O)[O-])c1NC(=O)CN(Cc1ccccc1)Cc1ccccc1	5%	1%	-0.8%	8.8	73	-4%	1.5%	i	52	2.5%	6%
COc1ccc(N2C(=O)c3ccccc3NC2(C)C)cc1	0%	-8%	0.7%	0.6	53	-5%	-1.1%	i	20	0.3%	0%
CCOc1ccc2c(c1)c(=O)c(S(=O)(=O)c1ccc(C)cc1)cn2CC	·	0%	-0.7%	0.0	61	5%	0.1%	i	8	-0.1%	-8%
O=C(C[C@H]1C/C=C\C[C@H](NC(=O)OCC2c3ccccc3-c3ccccc32)C(=O)O[C@@H](c2ccccc2)CNC1=O)NCCO	·	7%	·	4.1	46	·	·	i	9	-0.1%	4%	NS5 inhibitors pilot replicate=-2.5
CCOC(=O)c1c(-c2ccccc2)[nH]c2ccc(O)cc12	3%	-7%	0.5%	0.1	70	5%	8.6%	i	32	-0.7%	11%
CC(=O)c1cccc(NC(=O)c2ccc(N(Cc3ccc(C)cc3)S(C)(=O)=O)cc2)c1	12%	-2%	0.0%	11	64	-4%	1.5%	i	36	5.2%	6%
C=CCNC(=S)N/N=C/c1ccc(C)s1	29%	-2%	0.9%	3.4	58	1%	-0.2%	i	66	0.2%	11%
CCN(C(=O)COC(=O)c1cc(OC)c(OC)cc1[N+](=O)[O-])C1CCS(=O)(=O)C1 (stereo not given)	7%	-6%	0.4%	-1.4	77	10%	1.2%	i	54	-0.1%	2%
CN(CCCNC(=O)c1ccc(N2CCCC2=O)cc1)c1ccccc1	11%	3%	-0.1%	0.1	53	-5%	0.6%	i	13	-0.8%	11%
O=c1c2ccccc2ncn1Cc1cccc2ccccc12	3%	1%	-0.3%	-0.8	85	-3%	12%	i	59	1.6%	9%
CC(=O)c1cccc(CN2CCN(C3CCCCC3)C(CCO)C2)c1 (stereo not given)	6%	1%	-0.3%	0.2	63	-11%	-1.6%	i	27	0.4%	12%
O=C(Nc1cccc(C(=O)O)c1)Nc1cccc2ccccc12	7%	5%	0.4%	-2.1	93	-8%	2.9%	i	22	0.1%	8%
CC(=O)c1cc(C#N)c(Oc2cc(C)cc(C)c2)nc1C	12%	-4%	-0.5%	0.0	57	-1%	2.1%	i	32	0.7%	1%
CSc1sc(C(=O)N(C)C)c2c1S(=O)(=O)N(C)c1ccccc1-2	-2%	-9%	-0.5%	0.9	52	-3%	2.2%	i	16	-0.8%	3%
CCOC(=O)N1CCC(NC(=O)c2cc(C(=O)Nc3ccc(F)cc3F)ccc2CO)CC1	-1%&11%	-3%	-0.4%	0.6	81	-13%	0.3%	i	18	-1.4%	10%
Cc1ccc(S(=O)(=O)N2CCCCC2C(=O)N2CCN(c3ccccc3F)CC2)cc1 (stereo not given)	-4%	-1%	-0.6%	-0.5	76	28%	1.6%	i	38	0.1%	8%
O=C(N/N=C/c1ccc(-n2ccnc2)cc1)c1cccs1	28%	-1%	-0.4%	1.8	57	-4%	1.2%	i	14	0.0%	9%
O=C(Cc1ccc(Cl)cc1)Nc1ccccc1C(=O)Nc1ccc(C(=O)O)cc1	10%	-14%	0.0%	-0.1	41	-1%	5.0%	i	50	0.6%	8%
O=C(CC1C(=O)NCCN1Cc1ccccc1)NCCN1CCCCC1=O (stereo not given)	16%	12%	0.2%	-0.6	65	-10%	0.5%	i	8	-0.2%	-34%
COc1ccc(/C=C/C(=O)c2ccccc2)c(OC)c1	-7%	-1%	-0.8%	-0.1	59	-1%	2.8%	i	22	0.3%	7%
O=C(NCCN1CCc2ccccc2C1)C1CC(=O)N(C2CCCC2)C1 (stereo not given)	4%	-7%	-0.6%	0.2	62	-1%	-1.7%	i	37	2.4%	-5%
COc1ccc(S(=O)(=O)NCC2CCCN(Cc3ccccc3Cl)C2)cc1 (stereo not given)	6%	-6%	-0.7%	2.5	58	-5%	?	i	9	0.1%	-6%
Cc1nnc(NC(=O)C2CCCN(S(=O)(=O)Cc3ccccc3)C2)s1 (stereo not given)	-6%	6%	-0.1%	-0.4	56	6%	0.5%	i	33	3.9%	13%
CC(C)(C)NC(=O)c1cccc2c1OC(C)(C)C2	3%	-6%	0.5%	-0.3	53	4%	1.6%	i	53	1.4%[50 µM]	5%
CCCc1cc(N2CCOCC2)n2nc(C)c(-c3ccccc3)c2n1	4%	-5%	-1.2%	6.0	106	3%	1.6%	i	10	1.9%[50 µM]	5%
O=C(Cc1n[nH]c(=O)c2ccccc12)OCC(=O)c1ccccc1	·	1%	·	-0.3	57	·	0.1%	i	36	0.6%	6%
C=CCNC(=O)c1ccc(C(=O)c2ccccc2)cc1	4%	1%	-0.8%	-2.2	60	14%	0.6%	i	27	0.6%	0%	NS5 inhibitors pilot replicate=-0.3
CC1=NOC(=O)/C1=C\c1ccccc1	25%	22%	0.6%	1.4	45	-1%	0.8%	i	32	0.5%	8%
CCOC(=O)C1C(c2ccc(C)o2)NC(=O)NC1(O)C(F)(F)F (stereo not given)	8%	-1%	·	1.1	42	9%	1.4%	i	6	1.4%[50 µM]	1%
CCC(C(=O)NC1CCCCC1)n1c(SCc2ccc(F)cc2)nc2ccncc21 (stereo not given)	20%	-4%	0.0%	-0.9	64	3%	0.7%	i	17	9.5%	-4%
C=CCN1C(=O)C(C)S/C1=N\S(=O)(=O)c1ccc(Cl)cc1 (stereo not given)	-2%	-5%	-0.4%	-0.3	46	8%	2.5%	i	39	1.8%	-1%
CCOc1ccccc1NC(=O)Cn1nnc(C(=O)NCCc2ccc(OCC)c(OCC)c2)c1N	9%	-4%	0.6%	1.1	56	-7%	2.2%	i	6	2.0%	4%
CC(C)C(C)NC(=O)COc1ccc(S(=O)(=O)N2CCOCC2)cc1[N+](=O)[O-] (stereo not given)	5%	1%	0.1%	1.4	48	-18%	0.0%	i	45	3.7%	3%
COc1ccccc1Oc1ccc(N/C=C/C(=O)c2ccc(C)o2)cc1	6%	7%	-0.2%	1.6	73	-5%	5.4%	i	54	0.1%	-7%
O=C(CN1CCN(S(=O)(=O)c2ccc(F)c(Cl)c2)CC1)N1CCNC1=O	·	0%	·	0.4	60	·	0.1%	i	40	0.8%[50 µM]	1%
CCOc1ccc([C@@H]2CC=C(C(=O)O)[C@H](c3ccc(F)cc3)N2S(=O)(=O)c2ccc(C)cc2)cc1	15%	0%	·	31	91	-11%	5.4%	i	34	-0.8%	6%
O=C(NCCCc1ccccc1)c1cc(COc2ccc(F)cc2Cl)on1	12%	-3%	-0.8%	2.9	50	2%	18%	i	8	0.2%	7%

Rows were taken by chance (roughly 1.5% active in at least one column).
